Assay outcomes as filed in PubChem BioAssay.
ERAP1 HTS inh – blocks human ERAP1 aminopeptidase activity | Q9NZ08 | recombinant ERAP1, Leu-AMC fluorescence, 60 min | inhibition, % at 10.7 µM | hit rate 0.15% among 340,000;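 active = mean replicate inhibition of at least 30%, or all replicates individually reaching that 30% level; inactive = mean below 30% and not every replicate reaching it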;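 also: 0% = neutral control wells and 100% = L-leucinethiol positive control wells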
Target sequence (Q9NZ08 whole entry, looked up): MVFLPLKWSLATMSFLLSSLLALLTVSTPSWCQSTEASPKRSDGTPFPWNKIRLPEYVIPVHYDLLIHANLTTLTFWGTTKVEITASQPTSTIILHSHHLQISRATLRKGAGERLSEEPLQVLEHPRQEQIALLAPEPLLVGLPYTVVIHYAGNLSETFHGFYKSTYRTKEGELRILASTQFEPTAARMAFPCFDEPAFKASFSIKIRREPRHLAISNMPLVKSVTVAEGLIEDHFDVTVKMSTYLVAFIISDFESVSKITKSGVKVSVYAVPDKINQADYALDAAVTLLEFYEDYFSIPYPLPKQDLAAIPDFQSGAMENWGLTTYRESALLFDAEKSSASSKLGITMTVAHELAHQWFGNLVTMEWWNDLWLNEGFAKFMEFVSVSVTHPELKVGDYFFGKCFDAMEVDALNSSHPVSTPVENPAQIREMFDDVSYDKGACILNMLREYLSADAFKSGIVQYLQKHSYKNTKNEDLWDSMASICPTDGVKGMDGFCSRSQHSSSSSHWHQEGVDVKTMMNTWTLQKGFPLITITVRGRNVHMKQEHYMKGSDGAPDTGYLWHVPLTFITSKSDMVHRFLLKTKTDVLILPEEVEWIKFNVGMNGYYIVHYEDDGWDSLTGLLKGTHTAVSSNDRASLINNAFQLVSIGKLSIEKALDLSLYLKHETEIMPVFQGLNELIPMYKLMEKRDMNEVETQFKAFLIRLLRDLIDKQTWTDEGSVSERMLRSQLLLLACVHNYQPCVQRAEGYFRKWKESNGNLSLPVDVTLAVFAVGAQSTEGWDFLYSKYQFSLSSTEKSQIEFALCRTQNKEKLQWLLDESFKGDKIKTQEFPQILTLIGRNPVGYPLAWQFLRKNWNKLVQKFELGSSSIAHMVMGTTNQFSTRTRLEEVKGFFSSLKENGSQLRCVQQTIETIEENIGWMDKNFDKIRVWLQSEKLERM
C2C12 statin – suppression of simvastatin myotoxicity. C2C12 myotubes + simvastatin, ATP luminescence, 48 h; scaled: DMSO 0, geranylgeraniol control 100. rescue of ATP level, % at 7.49 µM. hit rate 0.78% among 330,000. AID 602340;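 active = mean ATP rescue above about 67%, or every replicate alone reaching that limit, limit read from the data, passing the limit was not always enough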;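 also: myotubes were challenged with 10 µM simvastatin during compound exposure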
XiGFP reactiv – reactivates the inactive X chromosome in mouse fibroblasts. hit rate 0.055% among 360,000. XiGFP mouse fibroblasts, % GFP-positive cells imaging, 3 d; cells co-treated with 5-aza-dC sensitizer; scaled so ellipticine positive control = 100%. activation, % at 7.58 µM;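 active = mean normalized replicate activation at least 10% and every replicate at or above 10%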;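 also: 0% = median of on-plate neutral control wells and 100% = ellipticine 6 µM median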
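material = 68-5-11 XiGFP fibroblast line | medium = DMEM plus 5-aza-dC sensitizer | schedule = 3 days compound exposure | benchmarks = positive control ellipticine, 6 µM final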
S100A4 inh HTS – blocks human S100A4 binding to myosin IIA peptide; P26447; S100A4/TAMRA-MyoIIA peptide fluorescence polarization; inhibition, % at 10.7 µM; hit rate 0.14% among 360,000;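 active = mean inhibition of at least 70% across replicates, with every replicate also reaching that level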
Target sequence (P26447 whole entry, looked up): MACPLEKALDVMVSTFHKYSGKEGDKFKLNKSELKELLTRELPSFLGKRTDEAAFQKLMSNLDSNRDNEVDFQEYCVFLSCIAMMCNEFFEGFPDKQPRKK
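Assay system: human S100A4 monomer with TAMRA-labelled myosin IIA peptide / Buffer or medium: Calcium-containing HEPES buffer, pH 7.2 / Reagent: TAMRA-labelled myosin IIA heavy-chain peptide probe, 5 nM / Compound: one dose per compound / Timing: polarization read 5 min after assay mix addition, stable 5–60 min / Benchmarks: neutral control DMSO, positive control TFP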
Cneo AK release – causes C. neoformans cell lysis | adenylate kinase release luminescence, 4 h; normalised: neutral wells 0, clomiphene wells 100 | lysis activity, % at 15 µM | hit rate 0.2% among 360,000 | AID 651654;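 active = mean lysis activity across replicates of at least 80%, whatever share of replicates individually reach that level; inactive = mean lysis activity below 80%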
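read-out = cell lysis signal | test system = log-phase Cryptococcus neoformans yeast cells | input = cells at 5 × 10^6 per mL | medium = fresh YPD growth medium | signal = luminescent adenylate kinase detection reagent | timing = 4 h at 37 °C static, read 1 h later | dosing = single dose | controls = Clomiphene as positive lysis control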
LGR2 inh – blocks bursicon-induced cAMP signaling via Drosophila LGR2; HEK293 LGR2, CRE-luciferase, bursicon-stimulated, 4 h; inhibition, % at 9.99 µM; hit rate 0.35% among 380,000; AID 720647;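 active = drop in luminescence signal, shown as inhibition above about 50% in the replicate tests, limit read from the data, passing the limit was not always enough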;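 also: agonist challenge used bursicon conditioned medium at about half maximal strength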
SIRT5 block – sirtuin-5 (human) deacylase inhibition; Q9NXA8; Purified SirT5, succinyl-peptide AMC, trypsin-coupled fluorescence; inhibition, % at 15 µM; hit rate 1.1% among 330,000; AID 652115; in the data active = inhibition above about 15%
PGC1a acetyl inh – PGC1a acetylation modulation, inhibitor mode. U2OS PGC1a acetylation, AlphaScreen anti-acetyl-lysine; with virally co-expressed GCN5 acetyltransferase. inhibition, % at 15.6 µM. hit rate 0.17% among 350,000;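 active = every replicate shows inhibition of at least 40%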;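 also: 0% = neutral control wells and 100% = positive control wells; some results beyond the cut were filed as inactive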
Numbers without * were called inactive; nt = not tested or not shown; & = joins results of further samples. An excerpt; count on the stated rates, not on these rows.

structure | ERAP1 HTS inh | C2C12 statin | XiGFP reactiv | S100A4 inh HTS | Cneo AK release | LGR2 inh | SIRT5 block | PGC1a acetyl inh
COCC(=O)N1CC[C@@H]2[C@H](CO)Nc3ccc(-c4ccc(C#N)cc4)cc3[C@@H]21 | nt | 8.0 | 0.0 | nt | -16.7 | -26.0 | nt | 9.0
CCn1c(SCc2ccccc2)nnc1-c1cccnc1 | -1.5 | nt | 0.0 | 2.7 | nt | 1.3 | -0.6 | nt
CCc1nc(SCC(=O)Nc2cccc3ccccc23)[nH]c(=O)c1C | -1.4 | -2.7 | 0.0 | -1.1 | 1.6 | 7.4 | 0.4 | 29.9
CO[C@H](CN(C)Cc1ccc2c(c1)OCO2)[C@H](C)CN(C(=O)Nc1ccc(F)cc1)[C@@H](C)CO | 0.2 | 14.7 | 0.0 | 11.3 | -0.2 | 2.7 | 0.8 | 2.0
CN1CCN(C(=O)C[C@H]2C[C@@H]3c4cc(NC(=O)Nc5ccc(F)cc5)ccc4O[C@@H]3[C@H](CO)O2)CC1 | -0.9 | 4.0 | -0.1 | 4.5 | 12.3 | -4.7 | -1.4 | 1.4
CCOc1cc(-c2ccccc2)nc2c1CN(S(=O)(=O)c1ccc(C)cc1)C(c1cccc(Cl)c1)C2 (configuration not stated) | 2.9 | nt | 0.3 | 0.7 | nt | 6.2 | -3.7 | nt
Cc1ccc(C2=NN3C(=O)c4ccccc4C3C2)cc1 (configuration not stated) | -3.5 | -9.5 | -0.1 | 2.0 | nt | -59.0 | -0.2 | 7.6
NC(=O)c1oc2ccccc2c1NC(=O)Cc1ccccc1 | -1.9 | -4.2 | 0.1 | -2.5 | 0.6 | -8.1 | -5.1 | nt
C[C@@H]1CN([C@H](C)CO)C(=O)c2cc(NC(=O)Nc3ccc4c(c3)OCO4)ccc2O[C@@H]1CN(C)Cc1ccc(Cl)c(Cl)c1 | 0.9 | -23.8 | 0.0 | 2.6 | 1.6 | -6.2 | -3.1 | -16.1
Cc1noc(C)c1NC(=O)N(C)C[C@@H]1Oc2ccc(NC(=O)CCN3CCOCC3)cc2CC(=O)N([C@@H](C)CO)C[C@@H]1C | -2.1 | 8.4 | 0.0 | 4.2 | 3.5 | -3.9 | -1.8 | 6.9
COc1cccc(C(=O)Nc2cc(C(F)(F)F)ccc2Cl)c1 | -1.2 | -22.2 | nt | -18.8 | -1.5 | 1.3 | -3.7 | -13.3
Cc1cccc(NC(=O)NC2CC3CCC(C2)N3Cc2ccco2)c1 (configuration not stated) | 1.6 | nt | 0.0 | -4.4 | nt | 18.0 | -5.9 | -19.5
COc1ccc2c(-c3ccccc3)cc(SCC(=O)N(C)C3CCS(=O)(=O)C3)nc2c1 (configuration not stated) | -1.9 | nt | 0.0 | -5.9 | nt | 9.8 | -1.4 | nt
Cc1noc(C)c1S(=O)(=O)Nc1ccc2c(c1)C(=O)N([C@H](C)CO)C[C@@H](C)[C@@H](CN(C)C(=O)Cc1ccccc1)OCCCC[C@@H](C)O2 | 0.4 | 3.8 | -1.1 | 1.4 | 0.0 | -3.0 | -1.3 | -2.5
Cc1ccc(N2CCN(C(=S)Nc3ccc(Cl)cc3)CC2)cc1 | -1.4 | -1.2 | 0.1 | -6.2 | 1.3 | 13.9 | -4.1 | nt
OC(c1ccccc1)(c1nc(/C=C/c2ccccc2)cs1)C(F)(F)F (configuration not stated) | -3.0 | -66.6 | 0.1 | -4.8 | -0.1 | -2.7 | 0.3 | -17.2
Nc1ccn(Cc2ccccc2F)n1 | 5.0 | nt | 0.4 | -3.1 | nt | -0.3 | -1.7 | nt
NC(=O)c1ccsc1NC(=O)COC(=O)/C=C/c1ccccc1[N+](=O)[O-] | -2.0 | 13.5 | 0.1 | -10.6 | -1.8 | -1.9 | 1.1 | nt
C[C@H](CO)N1C[C@H](C)[C@H](CN(C)C(=O)CCCN(C)C)OCCCC[C@H](C)Oc2ccc(NC(=O)Nc3ccccc3)cc2C1=O | -1.2 | nt | 0.2 | 1.0 | 2.5 | 5.1 | 4.5 | -6.3
O=C(COC(=O)c1ccccc1C(=O)c1ccc(Cl)c([N+](=O)[O-])c1)NC1CC1 | -0.2 | 6.4 | 1.2 | 2.0 | -3.2 | 105.3* | -0.4 | -94.4

One compound at a time (already shown):
`Nc1ccn(Cc2ccccc2F)n1` reads ERAP1 HTS inh = 5.0; C2C12 statin = nt; XiGFP reactiv = 0.4; S100A4 inh HTS = -3.1; Cneo AK release = nt; LGR2 inh = -0.3; SIRT5 block = -1.7; PGC1a acetyl inh = nt
`CCc1nc(SCC(=O)Nc2cccc3ccccc23)[nH]c(=O)c1C` reads ERAP1 HTS inh = -1.4; C2C12 statin = -2.7; XiGFP reactiv = 0.0; S100A4 inh HTS = -1.1; Cneo AK release = 1.6; LGR2 inh = 7.4; SIRT5 block = 0.4; PGC1a acetyl inh = 29.9

(continued)
structure | ERAP1 HTS inh | C2C12 statin | XiGFP reactiv | S100A4 inh HTS | Cneo AK release | LGR2 inh | SIRT5 block | PGC1a acetyl inh
CSCCC(=O)N1C(C)CCCC1C(=O)O (configuration not stated) | nt | -1.1 | nt | nt | 1.0 | 0.3 | nt | -5.4
COc1cc(C(=O)Nc2nc(-c3ccc(F)cc3)cs2)ccc1OCC(=O)N1CCOCC1 | 15.2 | nt | 0.0 | -10.1 | nt | 22.8 | 1.3 | nt
O=C(NCc1ccccn1)C1(C(F)(F)F)C/C(=C\CCO)CCCO1 (configuration not stated) | -1.7 | -4.3 | 0.1 | 0.5 | -1.2 | 2.4 | nt | nt
CC(C)CNS(=O)(=O)c1ccc(CCC(=O)NCCc2ccccc2)cc1 | -0.8 | -1.8 | 0.4 | -0.4 | -1.4 | 0.9 | -3.0 | nt
CCOC(=O)c1c(C)[nH]c(C)c1C(=O)COC(=O)c1ccc(O)cc1 | -2.6 | 5.9 | -0.2 | -3.8 | -2.3 | -9.4 | 2.9 | -2.1
CCCNC(=O)N1[C@@H]2CN(C(=O)c3ccccc3)c3ccccc3[C@@H]2[C@@H]1CO | nt | -3.3 | 0.0 | nt | 2.7 | -4.6 | nt | -0.5
C[C@@H]1CN([C@H](C)CO)C(=O)CCCn2nncc2CO[C@@H]1CN(C)C(=O)Nc1ccc2c(c1)OCCO2 | 0.8 | 6.1 | 0.2 | -35.9 | -3.6 | -3.7 | -2.3 | 4.5
CC(C)NC(=O)Nc1ccc2c(c1)C(=O)N([C@@H](C)CO)C[C@H](C)[C@@H](CN(C)Cc1ccc(C(=O)Nc3ccccc3N)cc1)O2 | 1.2 | nt | -0.1 | 12.1 | 1.5 | -4.5 | -0.1 | -4.7
C#CCN(C[C@H]1[C@H](OC(=O)NCC2CCCCC2)[C@H](OC(=O)NCC2CCCCC2)C[C@H]2C(=O)N(c3ccccc3)C(=O)[C@@H]12)S(=O)(=O)c1ccc(C)cc1 | 12.2 | -1.3 | 0.1 | 10.5 | 0.1 | 27.2 | 0.2 | 2.1
CC(Sc1nnc(Nc2ccccc2F)s1)C(=O)NC1CC1 (configuration not stated) | 1.6 | 14.4 | 0.1 | 0.1 | -1.8 | -13.1 | -0.5 | 7.5
Cc1ccc(C(=O)N2CCN(Cc3ccc4c(c3)OCO4)CC2)cc1S(=O)(=O)N1CCOCC1 | nt | nt | 0.0 | -0.4 | nt | 1.6 | 16.0* | -2.2
CC1CCCC(N2CCN(S(=O)(=O)c3ccccc3)CC2)C1 (configuration not stated) | -1.6 | -6.5 | 0.4 | 0.8 | 2.5 | -6.4 | -2.6 | nt
CC(=O)N(C)C[C@H]1Oc2cc(C3=CCCCC3)ccc2S(=O)(=O)N([C@H](C)CO)C[C@@H]1C | nt | 8.1 | -0.9 | nt | nt | 0.6 | nt | -7.7
Cn1c(=O)c2c(-c3ccccc3)n(-c3cc(C(=O)O)ccc3O)cc2n(C)c1=O | 16.6 | 4.6 | 0.0 | -1.1 | 0.0 | -11.4 | -1.5 | 11.9
O=C(Nc1nccs1)C1CCCCN1S(=O)(=O)c1ccccc1 (configuration not stated) | -2.7 | 1.8 | 0.0 | -2.1 | nt | 9.1 | 8.4 | 1.6
COc1ccc(CNC(=O)COC(=O)c2sccc2C)cc1OC | 0.4 | 6.7 | -0.5 | -16.3 | -0.2 | -1.0 | -4.8 | nt
CC(C)(C)CC(=O)NC(=S)Nc1ccccc1[N+](=O)[O-] | 1.0 | nt | 0.0 | -4.5 | nt | nt | -5.3 | nt
CO[C@@H](CN(C)Cc1cc(F)ccc1F)[C@H](C)CN([C@H](C)CO)S(=O)(=O)c1ccc(F)cc1 | -3.6 | -3.3 | 0.0 | 49.7 | 1.6 | -6.2 | -0.2 | -10.1
CCc1nc2ccc(C(=O)Nc3cc(-c4ccccc4)ccc3OC)cn2c1N(C)CCCc1ccccc1 | -4.4 | -6.7 | 0.0 | -3.5 | -0.3 | 8.1 | -3.8 | -11.4
Cn1c(=O)c2c(ncn2CC(=O)N2CCN(c3ccc([N+](=O)[O-])cc3)CC2)n(C)c1=O | nt | -4.2 | 0.4 | -0.2 | 0.8 | -1.0 | 1.7 | -6.3

Further entries.
structure | ERAP1 HTS inh | C2C12 statin | XiGFP reactiv | S100A4 inh HTS | Cneo AK release | LGR2 inh | SIRT5 block | PGC1a acetyl inh
O=C(NCCN1CCOCC1)c1ccc(-c2ccccc2)cc1 | 3.1 | -33.9 | nt | 1.4 | -0.4 | -17.7 | -1.8 | -8.3
O=C1OC(COCC#Cc2ccccc2)CN1c1ccccc1 (configuration not stated) | -0.7 | -12.0 | -0.1 | 0.8 | -1.7 | 15.3 | -3.0 | -3.4
Cc1cccc(CSc2cn(CC(=O)N3CCOCC3)c3ccccc23)c1 | -3.3 | -4.5 | 0.2 | -7.2 | -2.8 | -90.7 | -1.3 | -1.3
O=C(C[C@@H]1CC[C@H](NS(=O)(=O)c2ccccc2)[C@H](CO)O1)NCCN1CCCCC1 | -0.1 | 1.3 | -0.2 | 14.3 | -4.7 | -1.7 | -4.9 | 0.5
O=C(Nc1ccccc1)c1nsnc1C(=O)Nc1ccccc1 | 0.5 | nt | 0.0 | 3.6 | nt | -5.5 | -2.2 | nt
C[C@@H]1CN([C@@H](C)CO)C(=O)CCCn2cc(nn2)CO[C@H]1CN(C)C(=O)Nc1ccc(N2CCN(C)CC2)cc1 | 3.4&0.7 | 0.0&5.5 | 0.0&0.1 | 19.0&9.4 | -2.7 | 0.4&-26.8 | 2.8&-2.5 | -1.8&9.0
Nc1nc(N)c2ncn(C3C=CC(CO)C3)c2n1 (configuration not stated) | 0.7 | nt | -0.1 | -8.3 | nt | 12.2 | 3.0 | nt
CC(=O)NCCNC(=O)c1ccc(Sc2ccccc2)c([N+](=O)[O-])c1 | 0.0 | 6.5 | 0.0 | 24.6 | 0.0 | 3.9 | -2.0 | nt
C[C@H](CO)N1C[C@H](C)[C@H](CN(C)C(=O)CN(C)C)Oc2cc(C#CCN(C)C)ccc2S1(=O)=O | -2.9 | -18.2 | 0.2 | 3.6 | -6.5 | 10.0 | 3.1 | 2.5
CCOC(=O)C1=C(CC)NC2=C(C(=O)CCC2)C1c1ccc(OC)c(OC)c1 (configuration not stated) | nt | -6.1 | nt | nt | 0.2 | 2.6 | nt | -3.9
CC(NCC(=O)Nc1cc(S(=O)(=O)N2CCOCC2)ccc1N1CCOCC1)c1ccco1 (configuration not stated) | 1.2 | -9.1 | 0.0 | -15.6 | 0.7 | -8.1 | -3.2 | -10.1
CC(=O)Oc1ccc(NC(=O)Cc2ccccc2)c(C(=O)O)c1 | -2.0 | -12.0 | -0.6 | 1.6 | 1.2 | -0.8 | -1.9 | -17.5
